Screening data: PubChem BioAssay, several laboratories
Dengue-2 NS5 capping = flavivirus cap methylation enzyme inhibition – biochemical, confirmation dose response, primary screen (AID 588689) | hit rate 0.3% among 340,000 | inhibition, % at 25 µM, or IC50 in µM where a hit was titrated | Dengue-2 NS5 methyltransferase capping enzyme assay, biochemical; higher % means a stronger effect; in the data active = a potency from the dose series
West Nile antiviral = inhibition of WNV-induced cytopathic effect – cell-based, CPE readout (AID 1621). West Nile virus-infected cells, CPE inhibition; higher % means a stronger effect. one-dose CPE inhibition, % at 10 µM; IC50 in µM for titrated hits. hit rate 0.02% among 290,000; in the data active = a potency from the dose series; note: strong numbers were not always called active
AID2073 = disruptors of CaV2.2 binding to Mint1 – biochemical, HTRF (AID 2073); hit rate 0.19% among 290,000; one-dose inhibition, % at 20 µM; IC50 in µM for titrated hits; HTRF protein-protein interaction, Mint1-CaV2.2; higher % means a stronger effect; in the data active = inhibition mostly above about 51%, no sharp cut-off; note: some results filed as inactive read as strong as hits
NTR1 agonist = agonists of NTR1, primary screen, imaging, U2OS cells, beta-arrestin-GFP, high content (AID 493036); NTR1-U2OS beta-arrestin-GFP spot imaging, agonist mode; P30989; hit rate 0.17% among 330,000; activation, % at 20 µM;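 active = activation at or above 40% of the spot to cytoplasm intensity ratio, with at least 20 cells analyzed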;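 note: 0% = DMSO without peptide and 100% = 100 nM NTR1 peptide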
Target sequence (P30989 whole entry, looked up): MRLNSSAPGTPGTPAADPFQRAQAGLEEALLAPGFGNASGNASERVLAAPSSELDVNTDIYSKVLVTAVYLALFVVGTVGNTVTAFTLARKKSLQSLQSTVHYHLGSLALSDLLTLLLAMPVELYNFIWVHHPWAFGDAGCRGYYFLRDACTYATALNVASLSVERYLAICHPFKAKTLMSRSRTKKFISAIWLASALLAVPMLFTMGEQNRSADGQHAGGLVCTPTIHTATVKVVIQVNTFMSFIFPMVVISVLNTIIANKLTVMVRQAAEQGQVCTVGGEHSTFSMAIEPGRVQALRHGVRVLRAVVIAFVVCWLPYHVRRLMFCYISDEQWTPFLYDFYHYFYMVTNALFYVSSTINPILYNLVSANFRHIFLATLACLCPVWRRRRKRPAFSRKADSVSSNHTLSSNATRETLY
SV40 large T antigen = SV40 large T antigen inhibitors, biochemical (AID 1903); SV40 large T antigen ATPase/helicase inhibition assay; higher % means a stronger effect; inhibition, % at 20 µM, or IC50 in µM where a hit was titrated; hit rate 0.39% among 310,000; in the data active = a potency from the dose series; note: strong numbers were not always called active
UTI89 phage lysis = inhibition of K1F phage lysis, E. coli UTI89, bacterial capsule biogenesis inhibitors, alamar blue (AID 488966); E. coli UTI89 K1F phage lysis, alamar blue, 2 h; higher % means a stronger effect; inhibition, % at 100 µM; hits with a dose series show IC50 in µM; hit rate 0.02% among 340,000;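 active = phage lysis inhibition, versus mean bacterial control, above a set limit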;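 note: capsule biogenesis inhibitors block K1F phage lysis so surviving cells raise fluorescence; higher fluorescence means more inhibition of phage lysis; actives were called in the ten point dose series up to 300 µM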
SIAH1 antagonists = Siah-1 peptide-binding antagonists, primary screen, biochemical, fluorescence polarization, rhodamine-plectin, uHTS (AID 1817); Siah-1 / rhodamine-plectin peptide fluorescence polarization; higher % means a stronger effect; displacement, % at 20 µM; hits with a dose series show IC50 in µM; hit rate 0.02% among 290,000;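 active = displacement of at least 50% at 20 µM, with a fluorescence ratio check between 0.3 and a set limit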;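 note: plate controls were Siah plus tracer with DMSO for no effect and tracer alone without Siah for full effect; strong numbers were not always called active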
MgcRacGAP inhibition = MgcRacGAP GTPase-activating activity inhibitors, confirmation, biochemical, ADP Hunter fluorescence | AID 624330 | hit rate 0.6% among 340,000 | MgcRacGAP-stimulated Rac1 GTP hydrolysis, ADP Hunter fluorescence; higher % means a stronger effect; GST-tagged Rac1 F28L mutant substrate | inhibition, % at 30 µM; hits with a dose series show IC50 in µM;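 active = first-screen hits whose inhibition reached a set limit at any dose in the follow-up dose series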;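 note: fluorescence reports GDP produced by GAP-driven GTP hydrolysis; strong numbers were not always called active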
RSV antiviral HEp-2 = RSV antiviral activity via CPE protection, HEp-2 cells, primary 10 µM value included (AID 2391) | HEp-2 cells, RSV-induced CPE inhibition; higher % means a stronger effect | CPE inhibition, % at 10 µM; hits with a dose series show IC50 in µM | hit rate 0.13% among 310,000; in the data active = a potency from the dose series; note: strong numbers were not always called active
NTR1 agonist cell count 20 µM = further read-out of NTR1 agonist, marked with its call; cell count; measured here: cell count, cytotoxicity flag
Dengue-2 NS5 capping pilot replicate = further read-out of Dengue-2 NS5 capping, marked with its call; inhibition, %; measured here: pilot screen replicate inhibition
Numbers without * were called inactive; / = not tested or not shown; [ ] = remark or other dose.

SMILES	Dengue-2 NS5 capping	West Nile antiviral	AID2073	NTR1 agonist	NTR1 agonist cell count 20 µM	SV40 large T antigen	UTI89 phage lysis	SIAH1 antagonists	MgcRacGAP inhibition	RSV antiviral HEp-2	others
O=C1/C(=C/c2cccc(Br)c2)SC(=S)N1/N=C/c1cc([N+](=O)[O-])ccc1O	7%	-0.1%	-2%	3.5	46	19%	0.4%	11%	13%	4.3%
COc1ccc(NC(=O)C(C)N2C(=O)c3ccccc3C2=O)cc1S(=O)(=O)N1CCOCC1 (stereo unspecified)	-9%	-0.1%	0%	-1.7	81	-5%	-2.5%	3%	2%	0.7%
Cc1cc(N(C)C)cc(C)[n+]1[O-]	1%	0.0%	-4%	0.3	38	-2%	0.9%	-1%	12%	2.5%
COc1ccc(/C=N\NC(=O)c2ccccc2Br)cc1COc1c(F)c(F)cc(F)c1F	13%	-0.4%	-1%	3.8	50	5%	0.6%[50 µM]	-1%	4%	0.3%
Cc1nnc(NC(=O)CSc2ccc([N+](=O)[O-])cn2)s1	-9%	-0.3%	-8%	1.4	35	0%	-0.2%	5%	4%	0.8%
Cc1ccc(NC2=NC(c3ccc(F)cc3)n3c(nc(C)cc3=O)N2)c(C)c1 (stereo unspecified)	-2%	-0.5%	6%	1.4	48	3%	2.1%	13%	9%	/
COc1ccc(S(=O)(=O)N2CCOCC2)cc1N=Nc1sc(N)nc1-c1ccccc1	-4%	-0.3%	-10%	3.9	50	0%	2.0%	4%	10%	3.7%
CCOC(=O)c1c(NS(=O)(=O)c2ccc(Br)cc2)sc2c1CCC2	0%	0.4%	/	0.0	47	31%	-1.7%	/	22%	8.2%
COCCn1c(C)cc(C(=O)CSc2n[nH]c(N)n2)c1C	0%	0.1%	-12%	-2.8	41	11%	1.6%	-9%	7%	0.5%
CCOc1ccc2nc(SCc3ccc(F)cc3)sc2c1	-3%	-0.8%	-8%	-0.3	57	7%	7.0%	0%	-6%	15%
O=C1NCC(COCc2ccccc2)O1 (stereo unspecified)	-1%	-0.1%	3%	1.8	47	18%	0.7%	0%	5%	2.9%
Cc1ccc(NC(=O)COc2ccc3c(c2)OCO3)c(C)c1	-2%	/	/	-1.5	103	/	0.4%[50 µM]	/	5%	1.0%
O=C(NCCN1CCOCC1)c1cccc(S(=O)(=O)N(Cc2ccccc2)c2ccccc2)c1	-4%	/	/	-0.1	56	-2%	0.9%[50 µM]	/	13%	-1.7%
Cc1ccc(S(=O)(=O)CC(O)COc2ccc(F)cc2Cl)c(C)c1 (stereo unspecified)	-9%	-1.8%	-12%	0.3	47	8%	-0.1%	-3%	0%	6.3%
COc1ccc(N2CCN(C3CCCN(Cc4cccc(C(C)=O)c4)C3)CC2)cc1 (stereo unspecified)	2%	-1.3%	17%	-0.9	56	15%	0.6%	-3%	25%	2.3%
CC(Oc1ccccc1)C(=O)N1CCC2(CC1)Oc1ccc(Cl)cc1C(=O)C21CC(c2ccccc2)=NO1 (stereo unspecified)	/	0.9%	/	-2.4	96	3%	/	/	/	2.4%
CCOC(=O)c1c(N2C(=O)Nc3ccccc3N2O)sc2c1CCCCC2	-2%	0.6%	11%	0.9	88	25%	-0.3%	15%	14%	1.1%
Cc1ccc(C(=O)COc2ccccc2N2C(=O)c3ccccc3C2=O)cc1	-4%	0.5%	-3%	-0.8	96	4%	0.3%	1%	10%	1.2%
Cn1c(CCNC(=O)c2ccco2)nc2cc(NC(=O)c3ccccc3Cl)ccc21	-6%	1.5%	4%	0.4	45	10%	0.4%	1%	7%	2.9%
COc1ccc(CCNC(=O)CN2C(=O)NC(c3ccccc3)(c3ccccc3)C2=O)cc1	3%	/	/	-1.8	38	/	-0.4%	/	3%	/

Already shown: an excerpt of the list.
SMILES	Dengue-2 NS5 capping	West Nile antiviral	AID2073	NTR1 agonist	NTR1 agonist cell count 20 µM	SV40 large T antigen	UTI89 phage lysis	SIAH1 antagonists	MgcRacGAP inhibition	RSV antiviral HEp-2	others
Cc1ccc(C(=O)COc2ccccc2N2C(=O)c3ccccc3C2=O)cc1	-4%	0.5%	-3%	-0.8	96	4%	0.3%	1%	10%	1.2%
Cn1c(CCNC(=O)c2ccco2)nc2cc(NC(=O)c3ccccc3Cl)ccc21	-6%	1.5%	4%	0.4	45	10%	0.4%	1%	7%	2.9%
COc1ccc(CCNC(=O)CN2C(=O)NC(c3ccccc3)(c3ccccc3)C2=O)cc1	3%	/	/	-1.8	38	/	-0.4%	/	3%	/

Further results.
SMILES	Dengue-2 NS5 capping	West Nile antiviral	AID2073	NTR1 agonist	NTR1 agonist cell count 20 µM	SV40 large T antigen	UTI89 phage lysis	SIAH1 antagonists	MgcRacGAP inhibition	RSV antiviral HEp-2	others
CCC(=O)c1ccc(OCC(=O)OCC(=O)N2CCc3ccccc32)cc1	-1%	/	/	-0.2	50	18%	0.9%[50 µM]	/	4%	0.1%
O=C(NNS(=O)(=O)c1ccc(Br)cc1)c1ccncc1	2%	0.0%	-5%	0.9	51	4%	5.1%	0%	9%	0.7%
CC(C)[C@H](NC(=O)N1CCn2c1nc1ccccc12)C(=O)NCC1CCCO1 (stereo partly specified)	0%	-0.4%	-2%	1.1	70	9%	0.4%	4%	10%	1.0%
O=C(CSc1nc2ccccc2c(=O)n1-c1ccc(F)cc1)Nc1ccc(N2CCOCC2)cc1	-9%	-1.0%	3%	-0.5	86	20%	0.2%	1%	14%	0.9%
CCN(C[C@H]1N[C@@](Cc2ccccc2)(C(=O)OC)[C@H]2C(=O)N(C)C(=O)[C@@H]12)C(=O)Nc1ccc(C)cc1	-8%	/	/	-1.0	58	/	0.1%	/	0%	/	Dengue-2 NS5 capping pilot replicate=-6.7
CCCNc1cc(C)c(C#N)c2nc3ccccc3n12	-6%	-0.1%	19%	1.4	38	25%	0.3%	-1%	10%	2.0%
Cc1nnc(SCC(=O)Nc2cccc(Br)c2)s1	-6%	/	/	-1.2	74	/	0.7%[50 µM]	/	4%	2.4%
Clc1ncc2[nH]cnc2n1	2%	-0.2%	27%	3.6	35	4%	-1.0%	-1%	9%	0.3%
CNC(=O)NNC(=O)c1csc(Cc2c(Cl)sc3ccc(Cl)cc23)n1	-2%	-0.1%	-6%	1.2	45	19%	0.3%	2%	8%	/
COc1ccccc1CNC(=O)c1ccc(-c2ccccc2)cc1	-4%	-0.1%	6%	-1.3	81	13%	0.1%	6%	9%	1.3%
O=C(O)c1ccccc1Nc1ccc([N+](=O)[O-])c2nonc12	7%	-1.1%	12%	0.2	99	7%	0.0%	4%	5%	3.7%
COc1ccc(CNc2nc(=S)[nH]c3cc(OC)c(OC)cc23)cc1	-14%	-1.1%	-30%	-0.3	97	9%	0.1%	-3%	15%	0.2%
CNCC(=O)Nc1c(C)n[nH]c1C	-2%	0.1%	-2%	-0.4	46	22%	1.4%[50 µM]	2%	4%	-0.2%
CCCN1C(=O)CC(Sc2ncccc2C(=O)O)C1=O (stereo unspecified)	4%	0.6%	7%	1.0	63	8%	0.2%	14%	10%	0.3%
CCOc1ccc(-c2nnc3ccc(SC(C)C)nn23)cc1	-5%	/	25%	5.5	56	6%	-1.0%	2%	15%	3.3%
O=C(O)c1ccc(C(=O)c2ccc3c(c2)C(=O)N(CCO)C3=O)cc1	-2%	0.0%	2%	0.0	68	10%	0.3%	11%	5%	1.0%
Cc1cccc(N2CCN(C(=O)c3cccc(S(=O)(=O)N4CCOCC4)c3)CC2)c1C	4%	/	/	1.6	58	/	0.0%[50 µM]	/	7%	/
O=C1N[C@@H](Cc2cnc[nH]2)C(=O)N2CCC[C@@H]12	21%	0.0%	-2%	-0.2	52	11%	5.0%	0%	2%	0.4%
CC(=O)OCC1=C(C(=O)O)N2C(=O)C(NC(=O)c3ccc(F)cc3)C2SC1 (stereo unspecified)	9%	-0.4%	-5%	0.9	33	13%	0.5%	9%	11%	2.8%
CN1CCN(CC(=O)Nc2ccc(Oc3ccccc3)cc2)CC1	-3%	-1.4%	4%	-1.6	73	5%	-0.2%	-2%	0%	-1.6%	Dengue-2 NS5 capping pilot replicate=-6.4

Next part; it opens with the 2 that closed the last part.
SMILES	Dengue-2 NS5 capping	West Nile antiviral	AID2073	NTR1 agonist	NTR1 agonist cell count 20 µM	SV40 large T antigen	UTI89 phage lysis	SIAH1 antagonists	MgcRacGAP inhibition	RSV antiviral HEp-2	others
CC(=O)OCC1=C(C(=O)O)N2C(=O)C(NC(=O)c3ccc(F)cc3)C2SC1 (stereo unspecified)	9%	-0.4%	-5%	0.9	33	13%	0.5%	9%	11%	2.8%
CN1CCN(CC(=O)Nc2ccc(Oc3ccccc3)cc2)CC1	-3%	-1.4%	4%	-1.6	73	5%	-0.2%	-2%	0%	-1.6%	Dengue-2 NS5 capping pilot replicate=-6.4
COC(=O)Cc1c(C)nc2nc(NCc3ccc(Cl)cc3)[nH]n2c1=O	0%	/	-2%	1.4	83	0%	-0.3%	-8%	6%	1.1%
O=C(COC(=O)c1ccccc1)Nc1ncc([N+](=O)[O-])s1	13%	/	/	2.8	49	/	-3.0%	/	50µM*	/
O=C(CN1CCN(Cc2ccccc2Cl)C1=O)NCCCN1CCOCC1	-9%	-0.1%	-22%	0.2	64	11%	0.0%[50 µM]	11%	-1%	-1.5%
O=C(NCc1ccco1)c1ccc2c(=O)n(-c3ccccc3)c(=O)n(Cc3cccc(F)c3)c2c1	2%	/	4%	-2.3	56	5%	-3.3%	0%	-3%	0.7%
CN(Cc1cccs1)C(=O)COc1ccc(-c2nnco2)cc1	2%	0.3%	-9%	0.1	75	6%	1.4%	6%	-1%	1.2%
O=C(CNS(=O)(=O)c1ccc2ccccc2c1)NCCc1ccccn1	-5%	-0.1%	1%	0.0	54	5%	0.4%	0%	10%	0.2%
Cc1c2c(nc3ccccc13)OCC2	2%	1.2%	-1%	/	/	4%	2.0%	2%	2%	/
CCOC(=O)[C@H]1[C@H]2COc3ccccc3[C@@H]2N2C(=O)c3ccccc3NC(=O)[C@@]12C	2%	/	/	2.9	86	20%	-0.7%	/	2%	0.2%
CC(C)CNC(=O)C(=O)Nc1ccc(N(C)C)cc1	-2%	-0.9%	-28%	0.8	68	31%	0.1%	-9%	16%	0.8%
N#CC(c1cccc(Cl)c1)c1ncc(C(F)(F)F)cc1Cl (stereo unspecified)	-8%	-0.5%	4%	0.9	87	22%	0.3%	4%	3%	1.6%
O=C(N/N=C(\c1ccccc1)c1cccnc1)c1ccc(O)cc1	4%	0.9%	6%	-0.5	47	14%	0.8%[50 µM]	-3%	1%	1.2%
CCOc1ccc(S(=O)(=O)N2CCCCC2)cc1NC(=O)Cc1cccc(C(F)(F)F)c1	2%	/	/	-1.5	59	/	0.7%[50 µM]	/	5%	3.7%
COc1ccc(CN=Cc2c(C(=O)O)[nH]c3ccccc23)cc1	-3%	-0.1%	5%	0.1	49	5%	-0.4%	0%	4%	0.6%
O=c1cc(-c2ccccc2)[nH]n1-c1ccc([N+](=O)[O-])cc1	-4%	0.2%	7%	3.1	46	15%	6.2%	0%	9%	-3.4%
CCC1CCCCN1CCCNC(=O)c1ccc2nc(N3CCCCC3)sc2c1 (stereo unspecified)	5%	-1.2%	-2%	-0.3	57	5%	0.0%	-4%	-15%	-0.1%
Cn1c(SCc2nnc(-c3ccccc3Br)o2)nc2sc3c(c2c1=O)CCC3	-7%	0.4%	18%	1.4	71	12%	3.0%	1%	8%	16%
